PAX8 reporter – PAX8 transcriptional activity inhibition; inhibition, % at 12.6 µM; RMG-I TPO-luciferase reporter, SteadyGlo, 24 h; actives 1.2% (n = 360,000);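 active = mean replicate inhibition at least 60% with every replicate also reaching 60%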;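 note: luciferase light reporting Pax8 driven TPO promoter activity; plate controls were median of neutral control wells for no effect and mitoxantrone controls for full effect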
C2C12 statin – suppression of simvastatin myotoxicity. C2C12 myotubes + simvastatin, ATP luminescence, 48 h; scaled: DMSO 0, geranylgeraniol control 100. rescue of ATP level, % at 7.49 µM. actives 0.78% (n = 330,000). AID 602340;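 active = mean ATP rescue above about 67%, or every replicate alone reaching that limit, limit read from the data, passing the limit was not always enough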;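 note: myotubes were challenged with 10 µM simvastatin during compound exposure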
LGR2 inh – Drosophila LGR2 receptor signaling inhibition | HEK293 LGR2, CRE-luciferase, bursicon-stimulated, 4 h | inhibition, % at 9.99 µM | actives 0.35% (n = 380,000) | AID 720647;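 active = drop in luminescence signal, shown as inhibition above about 50% in the replicate tests, limit read from the data, passing the limit was not always enough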;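 note: agonist challenge used bursicon conditioned medium at about half maximal strength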
Cneo AK release – causes C. neoformans cell lysis | lysis activity, % at 15 µM | actives 0.2% (n = 360,000) | adenylate kinase release luminescence, 4 h; normalised: neutral wells 0, clomiphene wells 100;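 active = mean lysis activity across replicates of at least 80%, whatever share of replicates individually reach that level; inactive = mean lysis activity below 80%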
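Test system: log-phase Cryptococcus neoformans yeast cells. Input: 5 × 10^6 yeast cells/mL. Medium: fresh YPD growth medium. Doses: single dose. Incubation: static 4 h at 37 °C with compound, 1 h detection. Measured by: luminescent adenylate kinase detection reagent. Read-out: signal increase indicating cell lysis. Benchmarks: Clomiphene.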
ARNT-TACC3 inh – disrupts binding between human ARNT and TACC3. Q9Y6A5. AlphaScreen His-ARNT PAS-B/GST-TACC3 binding, luminescence; TACC3 fragment carries E629A point mutation. inhibition, % at 9.99 µM. actives 0.66% (n = 390,000). AID 623870;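 active = mean inhibition of replicates at least 50% and at least half of replicates each reaching 50%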;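 note: 0% = complete ARNT plus TACC3 wells and 100% = ARNT alone without TACC3; many hits fall short of the cut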
GSIS activator – GLuc luminescence reporter in INS-1E cells, primary screen for activators of glucose-dependent secretion of insulin; activation, % at 16.6 µM; actives 0.61% (n = 370,000); AID 743287; INS-1E GLuc reporter insulin secretion, 2-3 h;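 active = lowest replicate activation of at least 40%, so every replicate reaches that level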;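 note: 0% = median of neutral control wells and 100% = median of IBMX positive control wells; some compounds called inactive have numbers as strong as hits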
PglD DTNB – inhibitors of Campylobacter jejuni PglD acetyltransferase; purified PglD enzyme, DTNB colorimetric CoA detection; inhibition, % at 12.5 µM; actives 0.098% (n = 360,000); AID 602405; in the data active = inhibition above about 16%, passing the limit was not always enough; note: strong numbers were not always called active
PGC1a acetyl inh – modulators of PGC1a acetylation. U2OS PGC1a acetylation, AlphaScreen anti-acetyl-lysine; with virally co-expressed GCN5 acetyltransferase. inhibition, % at 15.6 µM. actives 0.17% (n = 350,000);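 active = every replicate shows inhibition of at least 40%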;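 note: 0% = neutral control wells and 100% = positive control wells; some results beyond the cut were filed as inactive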
An asterisk follows results filed as active; x = not tested or not shown.

SMILES	PAX8 reporter	C2C12 statin	LGR2 inh	Cneo AK release	ARNT-TACC3 inh	GSIS activator	PglD DTNB	PGC1a acetyl inh
CN1CCC(=O)N([C@H](CC#N)c2ccccc2)CC1	7	6	8	0	-10	7	0	8
O=P(O)(O)c1ccccc1OCCOCCOCCOCCOc1ccccc1P(=O)(O)O	-59	1	-25	0	-14	8	-2	x
Cc1ccc2cc(/C=N/NC(=O)CN3CCOCC3)c(Cl)nc2c1	x	-4	x	-1	2	x	-1	-18
O=C(/C=C/c1ccc2c(c1)OCO2)Nc1nc2ccc(F)cc2s1	-166	7	-61	x	9	1	x	4
O=C1CCCC(=O)N1c1ccc(F)cc1	14	11	-11	0	-6	9	-3	-6
COc1ccccc1N1CCN(C(=O)/C=C/c2c(Cl)nc3ccccn23)CC1	34	x	-2	x	6	10	x	x
CCCCCCNC(=O)OC12CN(C(=O)OC(C)C)N(C(=O)OC(C)C)CC1(O)CN(S(=O)(=O)c1ccc(C)cc1)C2 (stereo not drawn)	0	-3	3	-1	x	-44	1	8
CC1CC(=O)Nc2ccccc2N1C(=O)Nc1ccc(F)cc1 (stereo not drawn)	10	x	-3	-3	2	3	13	5
C[C@H]1CN([C@@H](C)CO)C(=O)c2cc(N(C)C)ccc2O[C@@H]1CN(C)Cc1ccc(C(F)(F)F)cc1	7	-124	-4	-2	x	-12	0	2
Cc1cc(NC(=O)c2ccccc2Cl)c(C(C)C)cc1O	x	3	x	1	3	x	x	-9
COCCCNC(=O)c1ccc(CS(=O)(=O)c2ccc(Br)cc2)o1	8	-4	1	-2	x	-10	3	-5
COc1ccc(C(=O)/C=C2/c3ccccc3CC(C)(C)N2C)cc1OC	9	x	9	4	-5	41*	-8	-2
CCOC(=O)C1=C(CSc2nc3c(cc2C#N)CCC3)OC(N)=C(C#N)C1c1ccccc1 (stereo not drawn)	x	21	x	2	0	x	-1	-9
CC(C#N)On1c(SC(C)C#N)nc2ccccc2c1=O (stereo not drawn)	-17	0	x	1	2	x	-5	17
CCNC(=O)Nc1ccc2c(c1)C(=O)N(C)[C@@H]1CC[C@@H](CC(=O)Nc3ccccc3)O[C@@H]1CO2	-3	-11	8	0	4	8	1	8
O=C(Nc1nc2c(F)cc(F)cc2s1)C1COc2ccccc2O1 (stereo not drawn)	-58	x	-28	-1	-2	-36	5	1
CCCn1c(CN2CCN(C)CC2)nc2ccccc21	x	x	1	-5	4	0	2	-4
C[C@@H]1CN([C@H](C)CO)C(=O)Cc2cc(NS(=O)(=O)c3cccs3)ccc2O[C@@H]1CN(C)S(=O)(=O)c1ccccc1	-14	-10	-5	3	-3	-6	-1	6
Cc1cccc(N(Cc2cc3ccccc3[nH]c2=O)C(=O)c2ccco2)c1C	x	4	x	1	-6	x	32*	-1
COc1cccc(S(=O)(=O)Nc2ccc(C(=O)N3CCCCCC3)cc2)c1	-10	2	9	0	3	2	-2	-1
Cc1ccc(S(=O)(=O)Nc2cccc(C(=O)NCC(c3ccco3)N(C)C)c2)cc1F (stereo not drawn)	18	x	13	x	2	-12	x	1
COCCCNC(=O)c1ccc2c(c1)OCO2	-27	6	x	2	-6	x	3	7
CCOc1ccccc1NC(=O)COC(=O)CNS(=O)(=O)c1ccc(C)cc1	6	x	5	x	-7	-20	x	x
CC(=O)Nc1cc(-c2cccc(NS(C)(=O)=O)c2)cn2c(-c3ccc(F)c(Cl)c3)cnc12	17	8	13	22	x	-3	3	x
O=C1CCc2cc(S(=O)(=O)N3CCN(c4ccccc4)CC3)cc3c2N1CCC3	-13	10	-3	1	0	5	0	5

Carrying on:
SMILES	PAX8 reporter	C2C12 statin	LGR2 inh	Cneo AK release	ARNT-TACC3 inh	GSIS activator	PglD DTNB	PGC1a acetyl inh
Cc1noc(C)c1S(=O)(=O)Nc1ccc2c(c1)C(=O)N([C@H](C)CO)C[C@H](C)[C@@H](CN(C)C(=O)c1ccccc1)OCCCC[C@H](C)O2	-6	x	-9	-5	-15	-11	13	-1
C[C@@H]1CN([C@@H](C)CO)S(=O)(=O)c2ccc(C#CC3CC3)cc2O[C@H]1CN(C)C(=O)c1ccncc1	x	2	-7	2	x	-8	12	1
Cc1cc(C)n2c(Br)c(CN3CCCC(C)C3)nc2n1 (stereo not drawn)	-4	19	-16	-2	-9	9	2	-4
O=C(O)C(F)(F)C(NCc1ccccc1)c1ccccc1 (stereo not drawn)	8	0	-7	x	-12	18	x	7
O=C(CCNS(=O)(=O)c1cccs1)Nc1ccccc1F	-1	4	x	1	-6	9	-2	-6
Fc1ccc(OCCCCN2CCOCC2)cc1	11	x	-19	x	1	7	x	x
O=C(COC(=O)c1ccccc1Nc1ccccc1)c1ccccc1	x	13	-15	-2	-2	4	5	-8
O=C(O)c1cccc(Nc2ncnc3c2cnn3-c2ccccc2)c1	x	2	x	-2	23	x	6	12
NS(=O)(=O)c1ccc(NC(=O)c2cccc(Cl)c2)cc1	15	x	-6	x	-6	10	x	x
Cc1onc(-c2ccccc2)c1CNC(=O)Nc1ccc(F)cc1F	10	x	14	x	0	-11	x	-17
COc1cc(OC)cc(C(=O)NCC(=O)N2CCCCCCC2)c1	4	3	-1	-1	2	-4	-3	x
CCOc1ccc(-n2c(SCC(=O)NCc3ccco3)nc3c(c2=O)SCC3)cc1	6	9	x	3	-6	x	-4	2
CCN1CCN(C(=O)c2cccc(OC3CCN(S(C)(=O)=O)CC3)c2)[C@@H](C)C1=O	-8	-8	10	13	-8	20	7	x
Cc1cc(Br)ccc1SCC(=O)OCC(=O)Nc1ccc2[nH]c(=O)[nH]c2c1	6	-6	-10	4	-3	0	2	3
O=C(c1ccc2[nH]c(=O)c(=O)[nH]c2c1)N1CCc2ccccc2C1	-5	9	-1	-2	-11	12	-1	2
O=C(C[C@@H]1C[C@H]2c3cc(NC(=O)Nc4ccc(C(F)(F)F)cc4)ccc3O[C@H]2[C@@H](CO)O1)NCc1cc(F)ccc1F	-35	-2	3	-15	-4	11	2	1
O=c1c2ccccc2nc(SCc2ccncc2)n1CC1CCCO1 (stereo not drawn)	9	8	-3	11	4	35	-5	-14
Cn1c(=O)cc(OCC(=O)Nc2ccccn2)c2ccccc21	x	6	x	-2	4	x	0	x
O=C(N[C@H]1CC[C@@H](CCNS(=O)(=O)c2ccccc2)O[C@@H]1CO)c1cccc(F)c1	2	2	-1	-2	6	-14	0	11
CCCCn1c(SCC(=O)Nc2cc(C)on2)nc2ccsc2c1=O	x	-12	-32	1	-3	-1	-2	7
Cc1ccccc1NC(=S)N1CCCC(c2nc3ccccc3[nH]2)C1 (stereo not drawn)	5	x	x	2	0	-11	4	x
Cc1ccc(S(=O)(=O)NC(=O)Nc2cc(C)ccc2F)cc1	x	x	x	0	27	x	-5	7
COc1ccc([C@H]2N[C@]3(CCCN(Cc4ccc(F)cc4)C3=O)[C@H]3C(=O)N(Cc4ccccc4)C(=O)[C@@H]23)cc1	4	7	10	1	x	-21	5	-24
CC(C)N(c1nnc(N)s1)C(C)C	-3	-3	x	3	0	x	-1	-9
O=C(COc1ccc2ccccc2c1)N/N=C/c1ccccn1	-3	2	-21	0	22	18	-2	-1

More entries:
SMILES	PAX8 reporter	C2C12 statin	LGR2 inh	Cneo AK release	ARNT-TACC3 inh	GSIS activator	PglD DTNB	PGC1a acetyl inh
Cc1c(-c2ccc(Br)cc2)[n+](=O)c2c(n1[O-])CCCCC2	5	x	8	0	5	9	4	7
CCN1CCN(C(c2cccs2)C(C)NC(=O)C(=O)N2CCCCC2)CC1 (stereo not drawn)	-3	-17	-12	-3	4	17	4	8
CC(=O)Nc1ccc(S(=O)(=O)N2CCN=C2SCc2ccccc2C)cc1	0	2	-8	-1	1	-35	-2	-1
COc1ccc(S(=O)(=O)NCCS(=O)(=O)N2CCN(c3ccccc3)CC2)cc1	14	-7	5	2	-6	-20	3	-2
Cc1cc(C)cc(SCc2noc(C(=O)NC(C)C)c2C(=O)O)c1	-3	2	7	1	2	x	-1	9
O=C(CNC(=O)c1ccccc1F)NCCc1ccc(Cl)cc1	4	4	7	11	4	0	4	x
Cn1cnc(S(=O)(=O)N2CCCCN3[C@H](CO)[C@@H](c4ccc(-c5cccc(F)c5)cc4)[C@H]3C2)c1	3	16	-4	2	1	-9	-3	14
COc1cc(OC)cc(C(=O)N/N=C/c2ccc(OC)c(COc3ccc(F)cc3)c2)c1	x	x	x	0	-2	x	-5	-7
COc1ccc(C(=O)Nc2ccc3c(c2)C(=O)N(C)C[C@H](OC)[C@@H](C)CN[C@H](C)CO3)cc1	-9	0	10	0	-2	31	3	-4
C[C@@H]1CCCCO[C@H](CN(C)S(=O)(=O)c2cccs2)[C@@H](C)CN([C@H](C)CO)C(=O)c2cc(NS(=O)(=O)c3cccs3)ccc2O1	-7	x	-12	-1	12	10	2	25
Cc1noc(C)c1S(=O)(=O)Nc1cccc2c1O[C@H](CN(C)S(=O)(=O)c1cn(C)cn1)[C@H](C)CN([C@@H](C)CO)C2=O	x	41	-14	-4	2	11	0	3
CN(C)CCNC(=O)c1cccc(-c2cc(NC=O)c3ncc(-c4cccc(C(F)(F)F)c4)n3c2)c1	57	5	15	2	x	124*	4	4
CCCC(=O)Nc1ccc2c(c1)C(=O)N(C)C[C@@H](OC)[C@H](C)CN(Cc1nccs1)[C@@H](C)CO2	1	-1	-4	2	-5	3	-3	4
Oc1csc(Cc2nc(-c3ccc(-c4ccccc4)cc3)cs2)n1	x	11	x	-1	3	x	2	0
C[C@@H]1CN([C@@H](C)CO)S(=O)(=O)c2ccc(C3=CCCCC3)cc2O[C@@H]1CN(C)C(=O)c1ccccc1	x	-51	14	40	32	-13	2	-2
COc1ccc(C(=O)CSc2nc(=O)n(Cc3cccnc3)c3c2CCC3)cc1	-27	12	-21	2	-3	-18	1	7
CCOC(=O)C1=CN(Cc2cccc(F)c2)S(=O)(=O)NC1c1cccc(OC)c1 (stereo not drawn)	10	2	7	-1	1	-8	-1	x
CCc1ccc(C(C(=O)NCc2ccc(OC)cc2)N(CCOC)C(=O)Cc2cccs2)cc1 (stereo not drawn)	x	25	20	-1	-5	-16	-8	-8
CCOC(=O)N1CCC(N2C(=O)c3ccccc3C2Nc2cccnc2)CC1 (stereo not drawn)	15	16	-13	-1	6	2	5	-10
O=C(O)c1ccc(-c2nn3c(=O)cc(N4CCNCC4)nc3s2)cc1	-14	6	2	4	x	14	-4	2
COc1ccc(-c2nc(CN3CCN(c4ncnc5ccccc45)CC3)c(C)o2)c(OC)c1	19	x	8	x	9	-17	x	x
Cc1csc(SC(C)C(=O)NC2CCCCC2C)n1 (stereo not drawn)	-21	x	6	x	-1	-3	x	10
CCOC(=O)c1ccc(Oc2nc(OC)nc(N(C)C)n2)cc1	19	6	x	-1	1	x	-2	-3

One compound at a time, from the list above.
CCCC(=O)Nc1ccc2c(c1)C(=O)N(C)C[C@@H](OC)[C@H](C)CN(Cc1nccs1)[C@@H](C)CO2 is listed as PAX8 reporter: 1; C2C12 statin: -1; LGR2 inh: -4; Cneo AK release: 2; ARNT-TACC3 inh: -5; GSIS activator: 3; PglD DTNB: -3; PGC1a acetyl inh: 4
CC(=O)Nc1ccc(S(=O)(=O)N2CCN=C2SCc2ccccc2C)cc1 is listed as PAX8 reporter: 0; C2C12 statin: 2; LGR2 inh: -8; Cneo AK release: -1; ARNT-TACC3 inh: 1; GSIS activator: -35; PglD DTNB: -2; PGC1a acetyl inh: -1
COc1ccc(C(=O)CSc2nc(=O)n(Cc3cccnc3)c3c2CCC3)cc1 is listed as PAX8 reporter: -27; C2C12 statin: 12; LGR2 inh: -21; Cneo AK release: 2; ARNT-TACC3 inh: -3; GSIS activator: -18; PglD DTNB: 1; PGC1a acetyl inh: 7

Screening data as filed in PubChem BioAssay.
